Source: PubChem (several laboratories)
NOD2-RIPK2 inh: blocks binding of human NOD2 to RIPK2. CHO BLA complementation NOD2-RIPK2, CCF4 ratio. inhibition, % at 4.98 µM. 360,000 tested, 0.38% active; in the data active = inhibition above about 21%;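 note: 0% = vehicle only and 100% = reference blocker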
Target sequence (O43353 whole entry, looked up): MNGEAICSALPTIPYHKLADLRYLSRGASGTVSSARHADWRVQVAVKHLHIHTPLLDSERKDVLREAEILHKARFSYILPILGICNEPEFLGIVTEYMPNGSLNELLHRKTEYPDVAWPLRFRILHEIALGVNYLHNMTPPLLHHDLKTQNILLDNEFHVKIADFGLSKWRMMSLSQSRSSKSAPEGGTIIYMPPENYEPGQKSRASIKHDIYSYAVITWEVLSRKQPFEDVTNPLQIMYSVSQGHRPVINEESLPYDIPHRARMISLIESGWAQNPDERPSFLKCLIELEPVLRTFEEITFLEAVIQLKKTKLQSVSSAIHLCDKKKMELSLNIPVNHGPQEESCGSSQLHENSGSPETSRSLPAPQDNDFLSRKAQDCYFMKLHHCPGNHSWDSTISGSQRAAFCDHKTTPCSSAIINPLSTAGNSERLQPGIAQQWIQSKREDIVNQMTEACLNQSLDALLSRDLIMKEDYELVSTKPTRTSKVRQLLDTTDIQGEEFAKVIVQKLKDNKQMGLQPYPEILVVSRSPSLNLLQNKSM
ABHD5 PLIN5 PPI: blocks binding of human ABHD5 to perilipin-5 | Q00G26+Q8WTS1 | inhibition, % at 4 µM | Split G. princeps luciferase complementation, luminescence, 4 h | 360,000 tested, 0.78% active;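 active = inhibition above the mean inhibition across every tested compound plus 3 SD, cut at about 22% in these data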;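 note: 0% = DMSO only wells and the 100% control is not disclosed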
Exocytosis inh: blocks lytic granule exocytosis; TALL-104 LAMP-1 surface exposure, flow cytometry; cells stimulated with thapsigargin and PMA; inhibition, % at 10 µM; 360,000 tested, 0.66% active;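 active = inhibition above about 55%, limit read from the data; inconclusive = no clear call, values can overlap the other calls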
ABCB6 inh MLPCN: human ABCB6 transporter inhibition; AID 602162; Q9NP58; K562-ABCB6 porphyrin accumulation, flow cytometry, 1 h; stronger effect = lower value; fluorescence ratio to DMSO, % at 10 µM; 360,000 tested, 0.19% active;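 active = fluorescence ratio to DMSO below 75%, the collection mean minus 3 SD; inconclusive = too few cells collected in the well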;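 note: signal is porphyrin accumulated inside mitochondria; 100% equals median channel fluorescence of DMSO control wells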
MC4R barr agon: activates human MC4R beta-arrestin recruitment; P32245; 360,000 tested, 0.98% active; U2OS MC4R beta-arrestin complementation, luminescence; percent of melanotan II response, DMSO zero; activation, % at 8.9 µM;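 active = activation above a per-plate cutoff, the mean activation of sample wells on that plate plus 3 SD, cut at about 8% in these data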
Target sequence (P32245 whole entry, looked up): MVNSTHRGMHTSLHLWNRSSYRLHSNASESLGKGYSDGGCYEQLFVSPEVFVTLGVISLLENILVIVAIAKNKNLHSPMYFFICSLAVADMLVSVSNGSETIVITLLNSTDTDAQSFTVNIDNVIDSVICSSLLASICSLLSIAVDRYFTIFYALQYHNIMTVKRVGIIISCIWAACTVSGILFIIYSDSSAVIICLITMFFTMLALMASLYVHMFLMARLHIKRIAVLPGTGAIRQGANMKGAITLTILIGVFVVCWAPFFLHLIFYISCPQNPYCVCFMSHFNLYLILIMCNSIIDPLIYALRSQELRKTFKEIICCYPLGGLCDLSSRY
Vif inh: HIV Vif inhibition. HEK293T cells, Vif self-association by quenched fluorescence, imaging, 24 h. inhibition, % at 7.49 µM. 340,000 tested, 0.35% active; in the data active = inhibition above about 50%, passing the limit was not always enough; inconclusive = no clear call, values can overlap the other calls; inactive = below about 31%; note: some results filed as inactive read as strong as hits
MC4R antag cAMP: human MC4R antagonism in cAMP assay; P32245; MC4R-expressing cells, MTII-stimulated cAMP, LANCE TR-FRET; inhibition, % at 6.5 µM; 360,000 tested, 0.48% active; AID 540295;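 active = inhibition above its plate's cutoff, the mean of tested wells on that plate plus 3 SD, cut at about 29% in these data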;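 note: 0% = Melanotan II alone and 100% = Melanotan II plus saturating MCL0020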
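System: U2OS-MC4R stable cell line; Technique: Eu-cAMP/anti-cAMP TR-FRET, emission 671 nm; Repeats: single well per compound; Also added: Melanotan II; Dosing: one concentration, 6.5 µM nominal; Schedule: 30-min compound, 1-h challenge, 1-h detection, room temperature.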
N-glyco inh: blocks N-linked glycosylation in D54 reporter cells. 360,000 tested, 0.23% active. reporter increase, % at 12.5 µM. D54 ERlucT glycosylation luciferase reporter, 24 h; percent of 100 nM tunicamycin response;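 active = mean luciferase reporter signal, scaled so untreated is 0 and the glycosylation-blocking control 100, at or above a set limit in every replicate; inconclusive = mean reaches the limit but not every replicate does; inactive = mean below the limit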;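 note: luciferase carries N-glycosylation sites so blocking glycosylation raises the light; 0% = median of neutral control wells and 100% = median of 100 nM tunicamycin wells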
aDG glyco act: alpha-DG glycosylation activation. Pro5-aDG cells, alpha-DG glycosylation AlphaScreen (IIH6); 0% Pro5, 100% B10-LARGE cell signal. activation, % at 10 µM. 360,000 tested, 0.22% active. AID 624168;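 active = activation of at least 8% versus controls, or a plate z-score of at least 8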;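 note: Pro5 are CHO cells carrying HIG-tagged alpha-DG that lacks glycosylation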
TLR9-MyD88 inh: TLR9-MyD88 interaction inhibition; 340,000 tested, 0.21% active; AID 504734; inhibition, % at 4.98 µM; CHO BLA complementation TLR9-MyD88, CCF4 FRET ratio; Q9NR96+Q99836;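 active = inhibition above the mean over all tested compounds plus 3 SD, cut at about 21% in these data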;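 note: 0% = DMSO only wells and 100% = clavulanate BLA inhibitor control wells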
* = called active by the depositor; i = inactive; ? = inconclusive; . = not tested or not shown. Not all compounds are listed; rates above refer to the full screens.

Screens in order – NOD2-RIPK2 inh | ABHD5 PLIN5 PPI | Exocytosis inh | ABCB6 inh MLPCN | MC4R barr agon | Vif inh | MC4R antag cAMP | N-glyco inh | aDG glyco act | TLR9-MyD88 inh
> CC(=O)N(c1ccccc1)C1CC(C)N(C(=O)c2ccccc2)c2ccccc21 (configuration not stated)
 : 9 | -5 | -1 | 78 | -0.7 | -24 | 2 | -2 | 0.1 | 5
> Cc1nc2cc(-c3cccs3)nn2c(NCC(C)(C)CN(C)C)c1C
 : 0 | -7 | -5 | 100 | 1.2 | 5 | 3 | 1 | 0.3 | -1
> CC(C)=C1C2C=CC1C(C(=O)Nc1cccc(C)c1)C2C(=O)O (configuration not stated)
 : -5 | -3 | 9 | 109 | -1.5 | -5 | 17 | 1 | -0.1 | 7
> Cn1c(=O)c2[nH]c(NN=Cc3ccccc3)nc2n(C)c1=O
 : -9 | -3 | -15 | 94 | -1.5 | -2 | 6 | 9 | -0.1 | -3
> O=C(NN=C1CCCCCCCCCCC1)c1ccncc1
 : 0 | -5 | 0 | 99 | -0.5 | -4 | -2 | -1 | -0.1 | 2
> O=C1c2ccccc2NC(c2ccc(Br)o2)N1O (configuration not stated)
 : -2 | -1 | -9 | 97 | 0.9 | 20 | 14 | 7 | -0.2 | 0
> CC1(C)CC(=O)C(C=NCCN2CCN(C(=O)C34CC5CC(CC(C5)C3)C4)CC2)=C(O)C1
 : -2 | 8 | 0 | 97 | -3.1 | 0 | -1 | -3 | 0.1 | -7
> CC(=O)Nc1ccc(S(=O)(=O)N(C)CC(=O)OCCOc2cccc(C)c2)cc1
 : 8 | 0 | 0 | 97 | -4.1 | 0 | 24 | 0 | 0.4 | 6
> O=C(NC1CC1)c1ccc(CS(=O)c2ccccc2)o1 (configuration not stated)
 : -1 | -5 | -4 | 112 | -0.5 | -5 | 3 | 0 | 0.0 | -2
> CN(C(=O)c1cccc(NC(=O)Cc2cccc(NC(=O)C3CCCN(C(=O)C4CCCC4)C3)c2)c1)C1CC1 (configuration not stated)
 : -5 | -4 | -1 | 104 | -1.2 | -2 | -7 | -2 | 0.1 | -1
> Nc1nonc1-n1nnc(C(=O)N/N=C/c2ccc(Cl)cc2)c1-c1ccc2c(c1)OCO2
 : 0 | -6 | -3 | 90 | 3.2 | -7 | 1 | 5 | -0.2 | -6
> COc1ccc(Cl)cc1N(CC(=O)N1CCCC1)S(=O)(=O)c1ccc(C)cc1
 : 2 | -9 | 3 | 95 | -1.9 | 1 | 22 | -2 | 0.0 | -3
> Cc1nn(CC(=O)NC2CCCC2)c(C)c1[N+](=O)[O-]
 : -15 | 7 | 2 | 94 | 0.1 | ? | 3 | 3 | -0.1 | 5
> CC(C)C[C@@H](CN)NC(=O)c1nc[nH]c1C(=O)N[C@@H](C)C(=O)CNC[C@H](CC(C)C)NC(=O)c1nc[nH]c1C(=O)N[C@@H](Cc1ccccc1)C(=O)O
 : -4 | -10 | -2 | 98 | 0.7 | -2 | 4 | 1 | 1.1 | -11
> CCCCN(CCCNC(=O)C1CCN(S(=O)(=O)N2CCOCC2)CC1)c1ccccc1
 : 6 | -2 | -5 | 96 | -1.8 | 36 | -2 | -3 | 0.1 | -2
> CC(OC(=O)c1ccc(NC(=O)CC#N)cc1)C(=O)Nc1nc(-c2ccccc2)cs1 (configuration not stated)
 : 3 | -7 | -5 | 95 | -1.0 | 12 | 10 | 0 | -0.1 | -5
> CC1CCN(C2CCN(C(=O)c3ccccc3F)CC2)CC1
 : -13 | 1 | 1 | 100 | -1.8 | -3 | 4 | 4 | 0.1 | -11
> COC(=O)[C@@H](Cc1ccccc1)NC(=O)NCCc1ccc(OC)c(OC)c1
 : 0 | -5 | -4 | 98 | -0.7 | 4 | 6 | -1 | -0.2 | -2
> COc1cccc(Oc2nc(N)ncc2[N+](=O)[O-])c1
 : -12 | 5 | 2 | 90 | -4.1 | -3 | -5 | 0 | 0.1 | 3
> CCCC/C(O)=C1\C(=O)CCCC1=NCCc1c(C)[nH]c2ccc(OC)cc12
 : -7 | -10 | 9 | 92 | 0.7 | 6 | 11 | -1 | 0.2 | -7

Single values from the results shown:
ABHD5 PLIN5 PPI, CCCC/C(O)=C1\C(=O)CCCC1=NCCc1c(C)[nH]c2ccc(OC)cc12 → -10
aDG glyco act, Cc1nn(CC(=O)NC2CCCC2)c(C)c1[N+](=O)[O-] → -0.1
MC4R barr agon, COC(=O)[C@@H](Cc1ccccc1)NC(=O)NCCc1ccc(OC)c(OC)c1 → -0.7

Reformatted: entries from further up
| NOD2-RIPK2 inh | ABHD5 PLIN5 PPI | Exocytosis inh | ABCB6 inh MLPCN | MC4R barr agon | Vif inh | MC4R antag cAMP | N-glyco inh | aDG glyco act | TLR9-MyD88 inh | SMILES |
| --- | --- | --- | --- | --- | --- | --- | --- | --- | --- | --- |
| 0 | -5 | -4 | 98 | -0.7 | 4 | 6 | -1 | -0.2 | -2 | COC(=O)[C@@H](Cc1ccccc1)NC(=O)NCCc1ccc(OC)c(OC)c1 |
| -15 | 7 | 2 | 94 | 0.1 | ? | 3 | 3 | -0.1 | 5 | Cc1nn(CC(=O)NC2CCCC2)c(C)c1[N+](=O)[O-] |

New compounds follow:
Screens in order – NOD2-RIPK2 inh | ABHD5 PLIN5 PPI | Exocytosis inh | ABCB6 inh MLPCN | MC4R barr agon | Vif inh | MC4R antag cAMP | N-glyco inh | aDG glyco act | TLR9-MyD88 inh
> N#Cc1nc(Cc2cccc3ccccc23)oc1NCCCN1CCOCC1
 : -3 | 2 | -2 | 95 | 2.8 | -3 | 1 | 0 | 0.0 | 8
> O=C(/C=C/c1ccco1)N(Cc1cccc(Br)c1)C1CCS(=O)(=O)C1 (configuration not stated)
 : 4 | 18 | 17 | 97 | 2.4 | -3 | 3 | 0 | 0.0 | -6
> CCN(CC)C(=O)CSc1nc2c(sc(=S)n2-c2ccccc2)c(=O)[nH]1
 : 0 | 2 | 1 | 99 | -1.7 | 22 | -4 | 1 | 0.0 | -6
> CC(=O)C1=C(C)OC(N)=C(C#N)C1c1cc([N+](=O)[O-])ccc1Cl (configuration not stated)
 : 3 | 4 | 12 | 99 | -1.8 | 12 | 9 | 29* | 0.0 | 2
> CCCN1CCN(c2nc3c([nH]2)c(=N)ncn3CC(O)CO)CC1 (configuration not stated)
 : -6 | 5 | 0 | 96 | -1.6 | -3 | -4 | 0 | -0.2 | 5
> Nc1c(C(=O)Nc2nccs2)sc2nc(-c3cccs3)cc(C(F)(F)F)c12
 : 19 | -6 | -2 | i | 5.3 | . | 4 | 1 | -0.5 | 22*
> O=C(COC(=O)c1ccc(F)c(S(=O)(=O)N2CCOCC2)c1)Nc1ccc2c(c1)OCO2
 : -9 | 2 | 0 | 102 | 1.5 | 16 | 2 | 1 | 0.1 | -5
> COc1ccc(OC)c(C2C(C#N)=C(N)N(N(C)C)C3=C2C(=O)CCC3)c1 (configuration not stated)
 : -5 | 1 | 7 | 101 | -0.7 | -3 | 13 | -1 | 0.3 | 6
> CCCCOc1nc2ccccc2nc1C(C#N)C(=O)NC1CCCCC1 (configuration not stated)
 : -10 | 4 | -3 | 104 | 0.3 | 4 | 1 | -2 | -0.2 | -3
> Cc1ccc(C)c(S(=O)(=O)N2CCN(CC(=O)Nc3ccc([N+](=O)[O-])cc3)CC2)c1
 : -10 | 2 | 1 | 93 | 1.8 | 1 | 34* | -3 | 0.7 | 7
> COC(=O)C(Cc1ccccc1)NC(=O)c1ccc(NS(=O)(=O)c2ccc3[nH]c(=O)[nH]c3c2)cc1 (configuration not stated)
 : -2 | -3 | -4 | 95 | -0.1 | 2 | 13 | 2 | 0.8 | -1
> COc1ccc(Cl)cc1NC(=O)N1CCN(CCc2ccccc2)CC1
 : -3 | -2 | 0 | 98 | -1.6 | -15 | 15 | 2 | 0.0 | 2
> O=C(Nc1cccc(S(=O)(=O)NC2=NCCC2)c1)c1ccc(=O)[nH]c1
 : 6 | -1 | 0 | 100 | -1.1 | 8 | -3 | 0 | -0.2 | 7
> CC1NC2(C(=O)N(Cc3ccccc3)c3ccccc32)C2C(=O)N(c3ccccc3)C(=O)C12 (configuration not stated)
 : -3 | -4 | 6 | 100 | -1.1 | -6 | 12 | -2 | 0.0 | 10
> C[C@H](CO)N1C[C@H](C)[C@H](CN(C)C(=O)Nc2ccc(F)cc2)Oc2ccc(NC(=O)NC3CCCCC3)cc2CC1=O
 : 8 | -1 | -7 | 100 | -0.2 | 5 | 8 | 2 | -0.2 | -7
> COc1cccc(OCC(O)CNC(C)c2ccccc2)c1 (configuration not stated)
 : -1 | -1 | -3 | 95 | -1.7 | 11 | -2 | -3 | -0.2 | -10
> O=c1c2ccccc2[nH]c(=S)n1CCCn1ccnc1
 : -6 | 7 | -15 | 92 | -1.7 | -13 | 1 | 2 | 0.0 | 4
> O=C(Nc1ccc(O)cc1)c1ccccc1OCc1ccccc1
 : 4 | 2 | -5 | 98 | 0.3 | -1 | -14 | 13 | -0.1 | -4
> O=C(NC12CC3CC(CC(C3)C1)C2)OCCNC1CCCCC1
 : 8 | 1 | 0 | 94 | -1.1 | -5 | 4 | -2 | 0.0 | -7
> COC[C@H](NS(=O)(=O)c1ccc(Br)cc1F)[C@@H](O)c1ccccc1
 : -6 | -1 | -2 | 103 | 0.4 | -2 | 12 | 1 | 0.7 | 10
> CCCNC(=O)N1CCN(c2ncccn2)CC1
 : 4 | -4 | 0 | 102 | -1.4 | -1 | -4 | 1 | -0.1 | 5
> CN1CCc2c(sc(N)c2C(N)=O)C1
 : 0 | -8 | -1 | 102 | -0.2 | . | 11 | 2 | -0.2 | 1
> O=C(/C=C/[C@H]1O[C@@H](n2ccc(=O)[nH]c2=O)[C@H](O)[C@@H]1O)N1CCN(CCc2ccccc2)CC1
 : -6 | 9 | -2 | 110 | . | -4 | . | 2 | 0.1 | .
> CC(=O)Nc1nonc1C(=O)N1CCC(C)CC1
 : 0 | -4 | 0 | 100 | 0.0 | -1 | 5 | 1 | -0.2 | -15
> CCOc1ccc(C(=O)NCC(=O)OCc2c(C)noc2C)cc1OCC
 : -6 | 4 | 3 | 102 | 1.9 | 4 | 20 | 2 | -0.1 | 1

Random excerpt: three compounds from above, in no set order.
Screens in order – NOD2-RIPK2 inh | ABHD5 PLIN5 PPI | Exocytosis inh | ABCB6 inh MLPCN | MC4R barr agon | Vif inh | MC4R antag cAMP | N-glyco inh | aDG glyco act | TLR9-MyD88 inh
> CN1CCc2c(sc(N)c2C(N)=O)C1
 : 0 | -8 | -1 | 102 | -0.2 | . | 11 | 2 | -0.2 | 1
> CCOc1ccc(C(=O)NCC(=O)OCc2c(C)noc2C)cc1OCC
 : -6 | 4 | 3 | 102 | 1.9 | 4 | 20 | 2 | -0.1 | 1
> CCCNC(=O)N1CCN(c2ncccn2)CC1
 : 4 | -4 | 0 | 102 | -1.4 | -1 | -4 | 1 | -0.1 | 5
